HT1080-NT tox: kills 2HG-producing HT-1080-NT fibrosarcoma cells; HT-1080-NT fibrosarcoma viability, CellTiter-Glo ATP luminescence, 48 h; Potency, µM (top dose mostly 46.1 µM), for the others: top-dose activity, negative = less viability, actives largely listed as cytotoxic; 1.6% of 360,000 active;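 note: NT is the 2HG producing partner of a matched IDH1 knockdown line; 0% = DMSO-treated cells and -100% = media-only wells without cells; nearly all actives have a fitted effect of over 55% in size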
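750 cells/well, RPMI + 5% FBS; 2 h settle, compound pin-transfer, 48 h at 37 degrees C. CellTiter-Glo 10 min RT, luminescence. Normalized to DMSO and media-only wells.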
KB-3-1 cytotox: KB-3-1 parental cell cytotoxicity; KB-3-1 viability, CellTiter-Glo ATP luminescence, 72 h; AID 1347075; 1.4% of 400,000 active; Potency, µM (titrated, usually from 46.1 µM), for the others: at the highest dose activity change, negative = cytotoxic, actives largely listed as cytotoxic; note: % is set by controls: 0 for no effect and ±100 for the full control effect; nearly all actives have a fitted effect of over 60% in size
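Viability of parental KB-3-1 cells, measured by CellTiter-Glo luminescence, followed a 72 h incubation at 37 °C with pinned compounds in phenol-red-free DMEM containing 10% FBS.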
GLP1R ag: agonists of human GLP-1 receptor; P43220; HEK293 GLP-1R CRE-luciferase, luminescence, 4-6 h; cells express a hypersensitive GLP-1R form; Potency, µM (doses to about 45.6 µM), for the others: at the highest dose activation, most hits filed as activators; 0.007% of 380,000 active; AID 624172; note: % of control where 0% means no effect
Target sequence (P43220 whole entry, looked up): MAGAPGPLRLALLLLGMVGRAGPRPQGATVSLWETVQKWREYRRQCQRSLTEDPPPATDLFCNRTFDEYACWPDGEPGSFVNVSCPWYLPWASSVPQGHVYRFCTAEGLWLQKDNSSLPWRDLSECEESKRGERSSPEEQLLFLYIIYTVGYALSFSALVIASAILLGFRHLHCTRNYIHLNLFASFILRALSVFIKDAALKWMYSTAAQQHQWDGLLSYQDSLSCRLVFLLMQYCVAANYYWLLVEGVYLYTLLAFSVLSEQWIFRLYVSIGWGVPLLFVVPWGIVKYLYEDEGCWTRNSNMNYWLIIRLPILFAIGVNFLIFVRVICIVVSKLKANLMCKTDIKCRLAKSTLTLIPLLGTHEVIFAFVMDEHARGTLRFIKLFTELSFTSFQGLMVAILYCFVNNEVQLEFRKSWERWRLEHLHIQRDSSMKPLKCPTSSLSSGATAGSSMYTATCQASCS
GLP-1R inv ag: acts as inverse agonist at human GLP-1 receptor; P43220; 1.6% of 410,000 active; Potency, µM (highest dose often 38.3 µM), for inactives: at the top dose activity change, negative = inhibition, usual class: inhibitors; HEK293 GLP-1R CRE-luciferase, luminescence, 24 h; GLP-1R form is constitutively active; note: % is set by controls: 0 for no effect and ±100 for the full control effect; nearly all actives have a fitted effect of over 55% in size
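Readout was luciferase luminescence, measured 12 min after detection reagent at room temperature. Beforehand, GLP-1R reporter HEK293 cells had sat 12 h, then received compounds for 24 hr at 37 deg C.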
SW480 rerep: induces DNA re-replication in SW480 colon adenocarcinoma cells; SW480 DNA re-replication, Hoechst DNA content imaging, 48 h; Potency, µM (highest dose often 46.1 µM), inactives show at the highest dose re-replication activation, most hits filed as activators; 1.8% of 340,000 active; note: % of control where 0% means no effect; nearly all actives have a fitted effect of over 55% in size
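Hoechst fluorescence of nuclei (405 nm excitation, 500-530 nm emission) measured by plate-scanning imager after 48 hr compound exposure at 37 C; re-replication scored as increased number of nuclei with elevated intensity.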
KB-V1 cytotox: KB-V1 MDR subline cytotoxicity. KB-V1 MDR cells viability, CellTiter-Glo, 72 h. Potency, µM (top dose mostly 46.1 µM), without a hit: at the top dose activity change, negative = cytotoxicity, hits mostly cytotoxic. 3.4% of 400,000 active. AID 1347076; note: % is set by controls: 0 for no effect and ±100 for the full control effect; nearly all actives have a fitted effect of over 60% in size
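Cells of the MDR subline KB-V1 are plated, dosed with compound at multiple concentrations, and incubated 72 h at 37 degrees C; CellTiter-Glo is then added and luminescence read after 10 min.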
HT1080 IDH1KD tx: HT-1080 IDH1 knockdown cell toxicity (counter line). Potency, µM (series often up to 46.1 µM), without a hit: at the highest dose activity, negative = toxicity, actives largely listed as cytotoxic. HT-1080 IDH1 knockdown viability, ATP luminescence, 48 h. 2% of 360,000 active. AID 686971;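 note: 0% = DMSO wells and -100% = cell-free medium wells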
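% activity derives from luminescence (CellTiter-Glo), normalised to DMSO and no-cell wells. HT-1080-IDH1KD cells, 750/well, had 48 h compound exposure at 37 °C.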
TDP43 rescue: inhibitors of TDP-43 toxicity in yeast | TDP-43 expressing yeast growth rescue, BacTiter-Glo, 24 h | Potency, µM (top dose mostly 46.1 µM), inactives show top-dose growth rescue (activation), usual class: activators | 1.8% of 410,000 active; note: % of control where 0% means no effect; nearly all actives have a fitted effect of over 50% in size
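Cell-based yeast growth screen: TDP-43 expression induced in galactose, inoculum OD600=0.02 after raffinose pregrowth to mid-log. Read-out BacTiter-Glo luminescence at 24 hr, 30 deg C; inhibition of toxicity seen as signal increase.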
HEK293 tox: cytotoxicity in counter-screen for GLP-1R inverse agonists. HEK293 cAMP-luciferase reporter cells, luminescence, 24 h. Potency, µM (titrated, usually from 38.3 µM), without a hit: top-dose activity change, negative = inhibition, most hits filed as inhibitors. 0.13% of 410,000 active;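 note: loss of luciferase light is scored as toxicity; % is set by controls: 0 for no effect and ±100 for the full control effect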
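Cells in DMEM/10% Nu serum/1% pen-strep, 1536-well format. Pre-incubated 12 h, dosed with 23 nL compound, incubated a further 24 h. Luciferase detection, 12 min at room temp, luminescence.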
* = called active by the depositor; ? = inconclusive; · = no result given; & = joins results of further samples; ! = a repeat was not active; [ ] = remark or other dose. Calls come from the whole dose curve; as a rule, active = well fitted curve in the direction sought with a large enough effect; inconclusive = small, poorly fitted or top-dose-only effect, or another doubt; inactive = no such curve, though single readings can be large; an effect the other way counts as inactive or inconclusive. Potency is the fitted concentration of half-maximal effect. These rows are one share of the data. The share of hits here may be higher or lower than overall.

Molecule	GLP-1R inv ag	KB-3-1 cytotox	HT1080 IDH1KD tx	GLP1R ag	HT1080-NT tox	HEK293 tox	TDP43 rescue	KB-V1 cytotox	SW480 rerep
CN1CCc2cc3c(c4c2C1Cc1ccccc1-4)OCO3 (stereo unspecified)	-1%	2%	-11%	6%	-1%	-2%	-14%	-15%	9%
C[C@]12CC[C@H](O)C[C@H]1CC[C@@H]1[C@@H]2C[C@@H](O)[C@]2(C)[C@@H](C3=CC(=O)OC3)CC[C@]12O	?	1.3µM*	0.82µM*	-11%	2.1µM*	3%	7%	1.6µM*	?
c1ccc2c(c1)Sc1ccccc1N2CC1CN2CCC1CC2 (stereo unspecified)	-17%	-1%	-4%	2%&4%	-7%	0%	7%	2%	12%
O=C(c1ccncc1)C12CN3CN(CN(C3)C1)C2	6%	-6%	0%	-1%	-3%	82%[activator]	-4%	?	0%
COc1ccccc1CNCCc1cccc(Cl)c1	?	-7%	-25%	-3%	-21%	-12%	5%	?	·
CCOc1ccccc1-n1c(O)c(C=NCc2ccc3c(c2)OCO3)c(=O)[nH]c1=O	4%	7%	14%	-4%	4%	-6%	14%	18%	-3%
Cc1ccc(S(=O)(=O)Nc2ccc3ncccc3c2[N+](=O)[O-])cc1	-45%	18µM*	-5%	19%	-3%	-52%	3.5µM*	21µM*	?
CCCN1CCC(NC2CCC(O)CC2)CC1 (stereo unspecified)	2%	23%	12%	-2%	16%	-3%	14%	17%	?
COC(=O)C1=C(c2cc3ccccc3o2)C[C@@H]2CC[C@H]1N2C(=O)N1CCOCC1	6%	5.8µM*	?	16%	23µM*	-18%	0%	23µM*	?
Cc1cc(-c2csc3nc[nH]c(=S)c23)cc(C)c1C	?	?	15µM*	10%	16µM*	?	22%	?	?
Cn1c(N)c(C(=O)COC(=O)c2cc(S(=O)(=O)N3CCOCC3)ccc2F)c(=O)n(C)c1=O	-20%	·	?	-1%	?	?	-17%	·	?
Cc1[nH]c2ccccc2c1CN1CCCCC1	23%	?	-26%	4%	1%	5%	-17%	?	-7%
CC(C)[C@@]1(NC(=O)[C@@H]2C[C@@H]3c4cccc5[nH]cc(c45)C[C@H]3N(C)C2)O[C@@]2(O)[C@@H]3CCCN3C(=O)[C@H](Cc3ccccc3)N2C1=O	-6%	0%	13%	32%&-7%	31%	5%	0%	0%	18µM*!
Cc1ccc(OC(=O)N(C)C[C@@H]2OCc3cnnn3CCCC(=O)N([C@H](C)CO)C[C@H]2C)cc1	4%	?	4%	9%	3%	-32%	4%	?	·
COC(=O)c1cccc(NC(=O)N2C[C@H]3C[C@@H](C2)c2cccc(=O)n2C3)c1	-5%	0%	12%	-1%	9%	3%	19%	?	-1%
Cc1cccc(C)c1-n1nnnc1C(c1cccs1)N1CCC2(CC1)C(=O)NCN2c1ccccc1 (stereo unspecified)	?	-10%	?	1%	?	-29%	23%	?	·
COc1ccc(NC(=O)N2C[C@@H]3C[C@@H](C2)c2cccc(=O)n2C3)c(OC)c1	-5%	0%	5%	7%	3%	-3%	16%	0%	-40%[inhibitor]
Cc1ncc([N+](=O)[O-])n1CCOc1nonc1N	4%	-2%	0%	19%	0%	-7%	-1%	15%	-4%
CCOP(=S)(OCC)SCOC(=O)NCC(=O)OC	-4%	-3%	0%	1%	-1%	6%	-2%	11%	-5%
CCC(=NCc1cccnc1)c1c(O)n(C2CCCCC2)c(=O)[nH]c1=O	-3%	-3%	-15%	15%	-1%	2%	10%	-12%	-4%
O=Cc1cn(Cc2c(F)cccc2Cl)c2ccccc12	?	?	-12%	13%	0%	-1%	29%	16µM*	-20%
O=C(O)c1ccccc1SCC(=O)N1c2ccccc2Sc2ccccc21	-16%	-1%	1%	19%	-1%	-20%	0%	2%	-56%[inhibitor]
O=C(CN1CCN(c2nc(-c3ccc(F)cc3)cs2)CC1)NCc1ccc2c(c1)OCO2	?	-20%	?	7%	?	0%	7%	?	13%
C[C@]12C=CC(=O)C=C1CC[C@@H]1[C@@H]2CC[C@]2(C)C(=O)CC[C@@H]12	31%[activator]	0%	-4%	-4%	3%	2%	1%	3%	4%
COc1ccc(Cc2c(O)[nH]c(=O)[nH]c2=O)c(OC)c1	0%	0%	3%	0%	-18%	-2%	6%	-15%	-60%[inhibitor]

The listing continues.
Molecule	GLP-1R inv ag	KB-3-1 cytotox	HT1080 IDH1KD tx	GLP1R ag	HT1080-NT tox	HEK293 tox	TDP43 rescue	KB-V1 cytotox	SW480 rerep
N#CC12CNCC1CN=N2 (stereo unspecified)	-2%	1%	15%	-5%	11%	0%	9%	6%	-7%
Cc1ccc2occ(CN3CC4CC(C3)c3cccc(=O)n3C4)c(=O)c2c1 (stereo unspecified)	-12%	-3%	-1%	-1%	-7%	-46%	-10%	?	?
CCc1ccc(N(CC)C(=O)c2ccc3c(Cl)c4c(nc3c2)CCC4)cc1	?	?	-3%	-2%	-1%	?	?	-28%	?
Cc1ccc(NS(=O)(=O)c2ccc(N3CCN(c4ccc(O)cc4)CC3)c([N+](=O)[O-])c2)c(C)c1	?	?	?	3%	?	?	?	?	-3%
Cc1ccccc1CN1Cc2cnnn2-c2ccccc2C1C#N (stereo unspecified)	?	?	6.5µM*	-15%	8.2µM*	?	17%	?	?
O=C(CSc1ccccc1)N1CCC2(CC1)OCCO2	1%	9%	3%	0%	-3%[9.24 µM]	?	-12%	?	-5%
O=c1[nH]c2ccccc2n1C1CCN(C(c2cccc3ccccc23)c2nnnn2Cc2ccccc2)CC1 (stereo unspecified)	?	?	?	-1%	?	?	13%	0%	·
COc1ccc([C@H]2C[C@@H](O)[C@H](n3cc(COC(=O)c4ccccc4)nn3)CN2CC2CCCCC2)cc1	11µM*	-5%	-27%	-1%	?	-29%	26%	?	·
COC(=O)C1C2CC[C@@H](CC1OC(=O)c1ccccc1)N2 (stereo partly specified)	8%	0%	18%	18%	?	2%	19%	-2%	-6%
CC(CCc1ccccc1)NCCC#N (stereo unspecified)	18%	20%	0%	?	0%	-1%	-9%	1%	-2%
Cc1ccc2c(c1)C1CN(C)CCC1N2S(=O)(=O)c1ccccc1 (stereo unspecified)	-9%	-7%	3%	0%	14%	3%	-13%	3%	2%
COc1ccc(NC(=O)CCCn2c(=O)oc3ccccc32)cc1Cl	15%	4%	19%	14%	14%	-21%	38%	-1%	-11%
Cc1c(C)c2ccc(OCC(=O)N3CCN(Cc4ccccc4)CC3)cc2oc1=O	9%	16%	1%	5%	6%	3%	16%	0%	10%
CCCN1C2CCCC1CC(NC(C)=O)C2 (stereo unspecified)	-1%	22%	11%	-6%	11%	-1%	8%	2%	-6%
CC(NS(=O)(=O)OCC(Cl)(Cl)Cl)c1ccccc1 (stereo unspecified)	4%	0%	0%	9%	0%	-27%	38%	25%	-5%
Cc1ccc(C(=O)Nc2nc3ccccc3n2CCN2CCCC2)cc1	?	?	-5%	-19%	?	?	21%	-14%	?
CSc1ccc(C(=O)C2CCCN(Cc3cnc(SC)nc3)C2)cc1 (stereo unspecified)	?	-11%	-3%	21%	-6%	-5%	0%[0.397 µM]	-21%	-6%
CC(CCl)OC(C)CCl (stereo unspecified)	0%	0%	2%	2%	-1%	-9%	19%	14%	?
CN1CCN(C(=O)COc2ccc(Oc3ccccc3)cc2)CC1	?	-10%	0%	10%	-18%	13%	-7%	-16%	1%
Cn1nc(N)c2c1N=P(N1CCOCC1)(N1CCOCC1)N=C2c1ccccc1	3%	21%	0%	-3%	2%	1%	-6%	0%	-2%
COC(=O)C1=C(c2ccc(F)cc2F)C[C@@H]2CC[C@H]1N2C(=O)NCc1ccc(C(F)(F)F)cc1	?	-9%	-4%	0%	-2%	-8%	-36%[inhibitor]	-8%	0%
O=C(CN1CCCCC1)c1ccc(OC(F)F)cc1	5%	6%	-4%	9%	3%	1%	-9%	-10%	6%
C#CC1(O)CCC2C3CCC4=CC(=O)CCC4=C3C=CC21C (stereo unspecified)	2%	2.3µM*	?	18%	?	2%	0%	2.6µM*	-1%
O=C(COc1ccc(Cl)cc1)N1CCN(Cc2ccc([N+](=O)[O-])cc2)CC1	?	?	-13%	-1%	-6%	-4%	3%	-26%	4%
CNC(=O)Oc1ccc(-c2cn3cc(C)ccc3n2)cc1	?	-24%	-29%	-55%[inhibitor]	-11%	-7%	-10%	18µM*	?

Some of the entries above in another layout.
Value order – GLP-1R inv ag	KB-3-1 cytotox	HT1080 IDH1KD tx	GLP1R ag	HT1080-NT tox	HEK293 tox	TDP43 rescue	KB-V1 cytotox	SW480 rerep
> O=C(CN1CCN(c2nc(-c3ccc(F)cc3)cs2)CC1)NCc1ccc2c(c1)OCO2
 : ?	-20%	?	7%	?	0%	7%	?	13%
> C[C@]12C=CC(=O)C=C1CC[C@@H]1[C@@H]2CC[C@]2(C)C(=O)CC[C@@H]12
 : 31%[activator]	0%	-4%	-4%	3%	2%	1%	3%	4%
> COc1ccc(Cc2c(O)[nH]c(=O)[nH]c2=O)c(OC)c1
 : 0%	0%	3%	0%	-18%	-2%	6%	-15%	-60%[inhibitor]
> N#CC12CNCC1CN=N2 (stereo unspecified)
 : -2%	1%	15%	-5%	11%	0%	9%	6%	-7%

Additional compounds.
Molecule	GLP-1R inv ag	KB-3-1 cytotox	HT1080 IDH1KD tx	GLP1R ag	HT1080-NT tox	HEK293 tox	TDP43 rescue	KB-V1 cytotox	SW480 rerep
COC(=O)C1=C(c2ccc(OC)c(OC)c2)C[C@@H]2CC[C@H]1N2C(=O)N1CCCCC1	11%	6%	6%	15%	13%	3%	-5%	1%	?
COC(=O)c1cn(CC(=O)NC2CCCCC2)c2ccccc12	17%	8%	3%	3%	?	6%	1%	-25%	0%
CC[N+](CC)(CC)CC	-3%	0%	1%	-4%&-2%	1%	7%	11%	11%	-6%&-64%
O=C1NC(=O)N(Cc2ccco2)C(=O)/C1=C\c1cccn1CCOc1ccc(Cl)cc1	0%	-1%	-7%	-9%	-12%	-8%	-20%	18%	0%

Screens (PubChem BioAssay)
